# HTR5A ag ctr: counter-screen for OPRM1-OPRD1 agonists: human HTR5A agonism; AID 504692; activation, % at 9.3 µM; HTR5A agonist assay, luminescence, cell-based; hit rate 0.61% among 340,000; P47898; in the data active = activation mostly above about 9.5%, no sharp cut-off; inactive = mostly below about 7.6%;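 note: 0% = cells with vehicle only and 100% = reference agonist; strong numbers were not always called active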
# PKA-R2B act: activators of human PKA-R2B complex. activation, % at 11.4 µM. P22694+P31323. hit rate 0.079% among 340,000. AID 504700. PKA-R2B holoenzyme dissociation, Cy5-IP20 fluorescence polarization; R2B truncated from residue 108, S112A mutant; 0% DMSO only, 100% 113 µM cGMP;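 active = activation above a cutoff set at the mean over all compounds plus 3 SD, cut at about 18% in these data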;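 note: higher means more holoenzyme dissociation and a rise in polarization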
# Target sequence (P31323 whole entry, looked up, other chains not shown, the tested form may be a part): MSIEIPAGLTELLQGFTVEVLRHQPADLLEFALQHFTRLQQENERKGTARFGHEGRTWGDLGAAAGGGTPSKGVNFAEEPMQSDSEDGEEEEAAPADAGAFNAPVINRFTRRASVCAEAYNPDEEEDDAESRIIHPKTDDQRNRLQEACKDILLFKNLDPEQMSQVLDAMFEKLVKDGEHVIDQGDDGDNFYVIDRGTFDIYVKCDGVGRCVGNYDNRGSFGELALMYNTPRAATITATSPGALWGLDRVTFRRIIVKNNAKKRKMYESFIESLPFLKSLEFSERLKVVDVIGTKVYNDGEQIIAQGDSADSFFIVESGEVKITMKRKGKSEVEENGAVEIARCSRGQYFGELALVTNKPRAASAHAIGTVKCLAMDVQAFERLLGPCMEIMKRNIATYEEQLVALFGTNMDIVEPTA
# phage Ecoli inh: E. coli growth loss with phage present; hit rate 0.26% among 360,000; inhibition, % at 11.9 µM; growth absorbance; in the data active = inhibition above about 11%
# DAGLB inh: diacylglycerol lipase beta (human) inhibition; Q8NCG7; HEK293T DAGLB membrane lysate, EnzChek fluorogenic substrate; inhibition, % at 5.17 µM; hit rate 0.059% among 340,000; in the data active = inhibition above about 34%;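 note: 0% = enzyme with vehicle and 100% = wells lacking enzyme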
# AddAB inh: less growth of phage-infected E. coli with AddAB; E. coli expressing H. pylori AddAB, absorbance growth; inhibition, % at 11.9 µM; hit rate 0.29% among 330,000; in the data active = inhibition above about 12%;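 note: 0% = vehicle wells of infected cells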
# Tat transport: E. coli Tat transport inhibition | E. coli MC4100 TorA-mCherry Tat export, fluorescence | inhibition, % at 10 µM | hit rate 0.036% among 340,000 | AID 488895;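 active = mean replicate inhibition at least 50% and at least half of replicates individually reaching 50%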;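 note: exported cargo escapes ClpAP degradation while cytoplasmic cargo is degraded and loses fluorescence; 0% = median of neutral control wells and 100% = median of NaSCN control wells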
# Ecoli viability: bacterial growth inhibition, counter-screen for AddAB inhibitors. E. coli V3065 growth, OD600 absorbance, 18 h. inhibition, % at 11.9 µM. hit rate 0.27% among 330,000;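 active = inhibition above the campaign's mean inhibition across all tested compounds plus 3 SD, cut at about 9.9% in these data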;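 note: uninfected addAB+ strain grown without phage in ampicillin broth; 0% = DMSO wells and 100% = ciprofloxacin 0.95 µg/ml wells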
# HTR5A inv ctr: inverse agonist of human HTR5A in OPRM1-OPRD1 counter-screen; HTR5A cell line, luminescence, inverse agonism; inhibition, % at 9.3 µM; hit rate 0.083% among 340,000; in the data active = inhibition mostly above about 23%, no sharp cut-off; inactive = mostly below about 18%;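 note: 0% = cells with DMSO and 100% = no-cell wells with DMSO; some compounds called inactive have numbers as strong as hits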
# PKA-R1A act: PKA-R1A complex activation. PKA-R1A dissociation, Cy5-IP20 fluorescence polarization; scaled: DMSO 0%, 113 µM cGMP 100%. hit rate 0.083% among 340,000. P00514+P68181. activation, % at 11.4 µM. AID 504707;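 active = percent activation above the mean of all tested compounds plus 3 SD, cut at about 19% in these data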;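 note: higher means more PKAc released from R1A so a rise in polarization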
# CDK5 inh: inhibitors of human CDK5/p35 kinase; Q00535+Q15078; Recombinant CDK5/p35, ADP-Glo luminescence, 60 min; inhibition, % at 10 µM; hit rate 0.01% among 330,000; AID 488839;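 active = highest replicate inhibition of at least 50% and at least 75% of replicates reaching 50%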;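 note: plate controls were DMSO neutral control for no effect and GW8510 at 10 µM for full effect; many of its hits are not listed in these tables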
# SUMO Mot1 rescue: inhibitors of SUMOylation pathway: yeast Mot1-301 growth rescue. AID 2716. hit rate 1% among 320,000. growth rescue, % at 18.8 µM. S. cerevisiae Mot1-301 growth rescue, ATP luminescence, 38.5C; percent above DMSO median, 100 means doubled;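 active = every valid replicate shows activation above 250% relative to neutral control wells; inactive = the rest, any valid replicate at or below 250%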;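 note: OY570 slx delta 5 strain wells were the positive control but not used for scaling; some compounds called inactive have numbers as strong as hits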
# The depositor's hits bear a star; i = inactive; . = not tested or not shown; & = joins results of further samples. Only part of the results is shown. The share of hits here may be higher or lower than overall.
# Labels used below: A = HTR5A ag ctr; B = PKA-R2B act; C = phage Ecoli inh; D = DAGLB inh; E = AddAB inh; F = Tat transport; G = Ecoli viability; H = HTR5A inv ctr; I = PKA-R1A act; J = CDK5 inh; K = SUMO Mot1 rescue
> COc1ccc(-c2nc3ccccc3c(=O)n2-c2cccnc2)cc1
  A = 4.1	B = -0.6	C = 1.7	D = 1.8	E = 0.5	F = 4.4	G = -1.7	H = -9.7	I = 14.3	J = -6.3	K = 381.1

> COCCCN1CCN(c2nnc3n2-c2sc(Br)cc2C(c2ccccc2Cl)=NC3)CC1
  A = 0.0	B = 1.9	C = 3.0	D = 2.1	E = 4.6	F = -3.5	G = 0.2	H = 0.0	I = 15.1	J = 1.2	K = 3.6

> CCn1cc(CN2CCCC(C(=O)c3cccc(OC)c3)C2)c(C)n1 (centres undefined)
  A = 4.3	B = 2.3	C = 2.3	D = 2.7	E = 2.7	F = 3.3	G = -0.1	H = -11.1	I = 4.8	J = 0.3	K = -5.6

> CCCNS(=O)(=O)c1ccc(OCC(=O)N2CCN(Cc3ccccc3)CC2)cc1
  A = 0.4	B = -6.3	C = 1.5	D = 2.3	E = 0.0	F = -1.7	G = -1.6	H = 4.4	I = -10.0	J = -1.7	K = -11.9

> C[C@]12CCC(=O)C=C1CC[C@@H]1[C@@H]2C(=O)C[C@]2(C)C(=O)CC[C@@H]12
  A = 1.4	B = 4.0	C = 3.3	D = 0.2	E = -1.6	F = -3.5	G = 2.2	H = -4.8	I = -1.6	J = -0.9	K = i

> CCn1c(=O)n(CC)c2cc([N+](=O)[O-])c(N3CCNCC3)cc21
  A = -1.0	B = -1.9	C = -1.2	D = 3.1	E = 0.0	F = 7.4	G = 0.2	H = 2.6	I = 2.8	J = 0.3	K = 12.0

> C=CCn1c(O)c(/C(C)=N/N2CCCCC2)c(=O)[nH]c1=O
  A = 19.5*	B = 7.5	C = 0.8	D = 1.1	E = 4.1	F = -1.0	G = -2.0	H = -50.6	I = -3.9	J = -0.6	K = -8.7

> CN1C2CCC1CC(OC(=O)c1ccc(Cl)cc1)C2 (centres undefined)
  A = -1.4	B = 8.0	C = 1.4	D = -1.4	E = 2.8	F = 6.0&1.0	G = 1.9	H = 3.7	I = 1.0	J = 0.6	K = -3.6

> COCc1cc(OC(=O)N(C)C)nc(-c2ccccc2)n1
  A = .	B = .	C = -0.7	D = .	E = 2.0	F = -4.0	G = 0.4	H = .	I = .	J = -2.6	K = -6.2

# Part of the list above, showing only HTR5A ag ctr and SUMO Mot1 rescue:
smiles	HTR5A ag ctr	SUMO Mot1 rescue
COc1ccc(-c2nc3ccccc3c(=O)n2-c2cccnc2)cc1	4.1	381.1
COCCCN1CCN(c2nnc3n2-c2sc(Br)cc2C(c2ccccc2Cl)=NC3)CC1	0.0	3.6

# Fetched one by one from the entries so far:
# Labels used below: A = HTR5A ag ctr; B = PKA-R2B act; C = phage Ecoli inh; D = DAGLB inh; E = AddAB inh; F = Tat transport; G = Ecoli viability; H = HTR5A inv ctr; I = PKA-R1A act; J = CDK5 inh; K = SUMO Mot1 rescue
> CN1C2CCC1CC(OC(=O)c1ccc(Cl)cc1)C2 (centres undefined)
  A = -1.4	B = 8.0	C = 1.4	D = -1.4	E = 2.8	F = 6.0&1.0	G = 1.9	H = 3.7	I = 1.0	J = 0.6	K = -3.6

> CCn1cc(CN2CCCC(C(=O)c3cccc(OC)c3)C2)c(C)n1 (centres undefined)
  A = 4.3	B = 2.3	C = 2.3	D = 2.7	E = 2.7	F = 3.3	G = -0.1	H = -11.1	I = 4.8	J = 0.3	K = -5.6

# High-throughput results (PubChem)
